Screening results as filed in PubChem BioAssay.
BioA inh: M. tuberculosis BioA enzyme inhibitors, primary screen, biochemical, plate reader, single point, HTS. 360,000 compounds, 0.096% hits. AID 602481, 2012. inhibition, % at 9.99 µM. purified M. tuberculosis BioA enzyme; in the data active = inhibition above about 40%
Active calls of the source: *. These rows are one share of the data; the hit share may differ from the screen's.

SMILES	BioA inh
CN1C(=O)c2cc(NC(=O)c3ccc(C(F)(F)F)cc3)ccc2OC[C@H]2O[C@H](CC(=O)NCc3ccc4c(c3)OCO4)CC[C@H]21	5.4
C[C@H]1CN([C@@H](C)CO)C(=O)c2cc(C3=CCCC3)cnc2O[C@@H]1CN(C)C(=O)Cc1ccncc1	1.7
COc1cccc(NC(=O)Nc2ccc3c(c2)C(=O)N(C)[C@H]2CC[C@H](CC(=O)NCCc4ccccc4)O[C@H]2CO3)c1	0.2
COc1ccccc1C#Cc1cnc2c(c1)C(=O)N([C@@H](C)CO)C[C@H](C)[C@@H](CN(C)C(=O)CC1CC1)O2	-0.5
CCCC#Cc1cnc2c(c1)C(=O)N([C@@H](C)CO)C[C@H](C)[C@H](CN(C)S(C)(=O)=O)O2	-1.2
C[C@@H]1CN([C@@H](C)CO)C(=O)c2cccc(NC(=O)Nc3ccc(F)cc3)c2O[C@@H]1CN(C)Cc1ccccc1	-1.9
O=C(N[C@@H]1CC[C@@H](CCn2cc(Cc3ccccc3)nn2)O[C@H]1CO)c1ccccn1	-0.2
C[C@@H]1CN([C@H](C)CO)S(=O)(=O)c2ccc(C#CC(C)(C)O)cc2O[C@@H]1CN(C)C(=O)CC1CC1	2.0
COc1cccc(S(=O)(=O)Nc2ccc3c(c2)[C@H]2C[C@@H](CC(=O)N(C)C)O[C@H](CO)[C@H]2O3)c1	1.9
Cc1noc(C)c1NC(=O)N(C)C[C@@H]1Oc2ccc(NC(=O)Cc3cn(C)c4ccccc34)cc2C(=O)N([C@@H](C)CO)C[C@@H]1C	-3.1
CCCNC(=O)C[C@@H]1CC[C@H]2[C@@H](COc3ccc(NC(=O)c4cc(C)on4)cc3C(=O)N2C)O1	-3.5
CC(C)NC(=O)N(C)C[C@@H]1Oc2ccc(NS(=O)(=O)c3cn(C)cn3)cc2CC(=O)N([C@@H](C)CO)C[C@H]1C	-3.9
COc1ccc(-c2cnc3c(c2)C(=O)N([C@H](C)CO)C[C@H](C)[C@H](CN(C)Cc2cccnc2)O3)cc1	4.3
COc1ccc(C#Cc2cnc3c(c2)C(=O)N([C@@H](C)CO)C[C@@H](C)[C@H](CN(C)CC2CCOCC2)O3)cc1	-2.4
C/C=C/c1ccc2c(c1)O[C@@H](CN(C)S(C)(=O)=O)[C@H](C)CN([C@@H](C)CO)S2(=O)=O	-0.2
CCC(=O)N1[C@H](CO)[C@H](c2ccc(C3=CCCC3)cc2)[C@H]1CNC(=O)CN(C)C	3.7
COc1ccc([Si](C)(C)[C@@H]2[C@@H](CCO)O[C@]3(C(=O)N(c4ccccc4)c4ccccc43)[C@H]2C)cc1	0.0
C[C@H]1CN([C@@H](C)CO)S(=O)(=O)c2ccc(/C=C/c3ccccc3)cc2O[C@H]1CN(C)C(=O)Nc1ccc(F)cc1	-0.8
CCCN1[C@@H]2c3ccc(C4=CCCC4)c(=O)n3C[C@H]1[C@H](CO)[C@H]2C(=O)N(C)C	-1.7
COc1ccc(S(=O)(=O)N(C)C[C@H]2OCCCC[C@@H](C)Oc3ccc(NS(=O)(=O)c4ccc(F)cc4)cc3C(=O)N([C@H](C)CO)C[C@H]2C)cc1	0.0

Taken from above.
BioA inh with `CCCNC(=O)C[C@@H]1CC[C@H]2[C@@H](COc3ccc(NC(=O)c4cc(C)on4)cc3C(=O)N2C)O1` stands at -3.5
BioA inh with `C[C@H]1CN([C@@H](C)CO)S(=O)(=O)c2ccc(/C=C/c3ccccc3)cc2O[C@H]1CN(C)C(=O)Nc1ccc(F)cc1` stands at -0.8

Later entries
SMILES	BioA inh
CCCN1C[C@@H](C)[C@@H](OC)CN(C)C(=O)c2cc(NC(=O)c3ccccc3F)ccc2OC[C@H]1C	-1.0
C[C@@H]1CCCCO[C@H](CN(C)S(=O)(=O)c2cccs2)[C@H](C)CN([C@@H](C)CO)C(=O)c2cc(NC(=O)CCC(F)(F)F)ccc2O1	-0.3
COc1ccc(S(=O)(=O)N(C)C[C@H]2Oc3ccc(NC(=O)CCN4CCOCC4)cc3CC(=O)N([C@@H](C)CO)C[C@H]2C)cc1	-2.4
COC(=O)C[C@H]1CC[C@@H]2[C@H](COc3ccc(NC(=O)C4CC4)cc3C(=O)N2C)O1	-1.2
CO[C@@H]1CN(C)C(=O)c2ccc(NC(=O)c3ccc(F)cc3)cc2OC[C@@H](C)N(C(=O)CC2CC2)C[C@H]1C	0.1
Cc1noc(C)c1S(=O)(=O)Nc1ccc2c(c1)CC(=O)N([C@@H](C)CO)C[C@H](C)[C@@H](CN(C)Cc1ccccc1)O2	0.0
C[C@H](CO)N1C[C@H](C)[C@@H](CN(C)C(=O)CN(C)C)Oc2ncc(-c3ccccc3F)cc2C1=O	-0.5
O=C(c1ccccc1F)N1C[C@H]2[C@@H](c3ccccc31)[C@@H](CO)N2Cc1ccc2c(c1)OCO2	2.6
CCC(=O)N(C)C[C@@H]1Oc2cc(C#Cc3ccncc3)ccc2S(=O)(=O)N([C@@H](C)CO)C[C@H]1C	-1.6
COc1ccc(S(=O)(=O)Nc2ccc3c(c2)CC(=O)N([C@H](C)CO)C[C@@H](C)[C@@H](CN(C)C(=O)NC(C)C)O3)cc1	2.4
CNC[C@H]1OCCCC[C@@H](C)Oc2ccc(N(C)C)cc2C(=O)N([C@H](C)CO)C[C@@H]1C	1.9
C[C@@H]1CN([C@@H](C)CO)C(=O)c2cccc(NC(=O)c3cnccn3)c2O[C@@H]1CN(C)S(=O)(=O)c1ccc(Cl)cc1	-1.2
CCC(=O)N(C)C[C@H]1Oc2cc(-c3ccc(C)cc3)ccc2S(=O)(=O)N([C@H](C)CO)C[C@H]1C	5.0
C[C@H]1CN([C@@H](C)CO)C(=O)c2cc(NC(=O)C3CC3)ccc2O[C@H]1CN(C)Cc1ccc(Cl)c(Cl)c1	-1.9
Cc1ccc(S(=O)(=O)N(C)C[C@@H]2Oc3ccc(NC(=O)Nc4c(C)noc4C)cc3CC(=O)N([C@@H](C)CO)C[C@@H]2C)cc1	-0.5
CC=Cc1ccc2n(c1=O)C[C@H]1[C@H](CO)[C@@H](C(=O)NCCC)N(CC3CC3)[C@@H]21 (mixture of isomers)	-1.3
CCN(C[C@@H]1N[C@H](CO)[C@H]1c1ccc(-c2cccc(C#N)c2)cc1)C(=O)COC	-2.5
O=C(C[C@H]1C=C[C@@H](NS(=O)(=O)c2ccc(F)cc2)[C@H](CO)O1)NCc1ccncn1	2.0
CC(=O)N[C@H]1CC[C@H](CCNC(=O)C2CCC2)O[C@@H]1CO	3.6
O=C(Nc1cccc(Cl)c1)N[C@H]1CC[C@H](CCNC(=O)C2CC2)O[C@H]1CO	-1.5
O=C(CN1CCOCC1)N1CCCCN2[C@@H](CO)[C@H](c3ccc(/C=C/c4ccccc4)cc3)[C@@H]2C1	0.5
COc1ccc(-c2ccc([C@H]3[C@@H](CO)N4CCCCN(C(=O)Cc5ccccc5)C[C@@H]34)cc2)cc1	-2.4
CCC(=O)N[C@H]1CC[C@@H](CCn2cc(C3CC3)nn2)O[C@H]1CO	0.6
O=C(NC1Cc2ccccc2C1)[C@@H]1[C@@H](CO)[C@@H]2Cn3c(ccc(-c4ccccc4)c3=O)[C@H]1N2	-1.0
Cc1noc(C)c1NC(=O)N(C)C[C@H]1Oc2ncc(C#CC(C)C)cc2C(=O)N([C@@H](C)CO)C[C@@H]1C	0.0
O=C(C[C@H]1CC[C@H](NC(=O)CC2CC2)[C@@H](CO)O1)NCc1ccc(-c2ccccc2)cc1	-0.9
Cc1ccc(S(=O)(=O)Nc2ccc3c(c2)C(=O)N([C@@H](C)CO)C[C@@H](C)[C@H](CN(C)C(=O)c2ccccc2)OCCCC[C@H](C)O3)cc1	0.3
C[C@@H]1CN([C@@H](C)CO)C(=O)c2cc(NC(=O)c3ccncc3)ccc2O[C@H]1CN(C)C(=O)Nc1ccc(F)cc1	3.5
COc1cccc(S(=O)(=O)Nc2ccc3c(c2)C(=O)N(C)[C@H]2CC[C@@H](CC(=O)O)O[C@@H]2CO3)c1	-0.4
Cc1noc(C)c1S(=O)(=O)Nc1ccc2c(c1)C(=O)N([C@H](C)CO)C[C@@H](C)[C@H](CN(C)Cc1ccncc1)O2	-2.6
CC(C)C(=O)Nc1ccc2c(c1)C(=O)N(C)[C@H]1CC[C@H](CC(=O)NCc3ccccc3)O[C@H]1CO2	-5.7
CCCNC(=O)N(C)C[C@@H]1Oc2cc(C3=CCCCC3)ccc2S(=O)(=O)N([C@H](C)CO)C[C@H]1C	-1.2
C[C@@H]1CCCCO[C@@H](CN(C)C(=O)c2ccccc2)[C@H](C)CN([C@@H](C)CO)C(=O)c2cc(NS(C)(=O)=O)ccc2O1	-1.3
CNC[C@@H]1Oc2c(NS(=O)(=O)c3ccccc3)cccc2C(=O)N([C@@H](C)CO)C[C@H]1C	4.7
C[C@@H]1CN([C@H](C)CO)C(=O)c2cc(C#CCN(C)C)cnc2O[C@H]1CN(C)C(=O)NC1CCCC1	-0.8
COc1cccc(S(=O)(=O)N[C@@H]2CC[C@@H](CC(=O)NCc3ccc(Cl)cc3)O[C@H]2CO)c1	3.2
C[C@@H]1CCCCO[C@H](CN(C)S(=O)(=O)c2cn(C)cn2)[C@H](C)CN([C@@H](C)CO)C(=O)c2cc(NC(=O)CCC(F)(F)F)ccc2O1	-0.8
C[C@@H]1CCCCO[C@@H](CN(C)Cc2ccc(C(=O)O)cc2)[C@@H](C)CN([C@@H](C)CO)C(=O)c2cc(NS(=O)(=O)c3cccs3)ccc2O1	-0.3
O=C(O)C[C@@H]1C[C@@H]2c3cc(NC(=O)Nc4ccccc4F)ccc3O[C@@H]2[C@H](CO)O1	-0.1
COc1ccc(NC(=O)N(C)C[C@@H]2OCCCC[C@@H](C)Oc3ccc(NS(=O)(=O)c4cn(C)cn4)cc3C(=O)N([C@H](C)CO)C[C@H]2C)cc1	-0.4

Four entries drawn at random from those above:
SMILES	BioA inh
CCCNC(=O)N(C)C[C@@H]1Oc2cc(C3=CCCCC3)ccc2S(=O)(=O)N([C@H](C)CO)C[C@H]1C	-1.2
C[C@@H]1CCCCO[C@H](CN(C)S(=O)(=O)c2cn(C)cn2)[C@H](C)CN([C@@H](C)CO)C(=O)c2cc(NC(=O)CCC(F)(F)F)ccc2O1	-0.8
CNC[C@@H]1Oc2c(NS(=O)(=O)c3ccccc3)cccc2C(=O)N([C@@H](C)CO)C[C@H]1C	4.7
O=C(NC1Cc2ccccc2C1)[C@@H]1[C@@H](CO)[C@@H]2Cn3c(ccc(-c4ccccc4)c3=O)[C@H]1N2	-1.0

Remaining list, next part
SMILES	BioA inh
C[C@@H]1CN([C@H](C)CO)C(=O)Cc2cc(NC(=O)CCCN(C)C)ccc2O[C@H]1CN(C)S(=O)(=O)c1ccccc1	0.3
CC(C)NC(=O)Nc1ccc2c(c1)C(=O)N([C@H](C)CO)C[C@H](C)[C@@H](CN(C)C(=O)NC1CCCCC1)OCCCC[C@H](C)O2	-3.3
COc1ccc(S(=O)(=O)Nc2ccc3c(c2)CC(=O)N([C@@H](C)CO)C[C@@H](C)[C@H](CN(C)C(=O)Nc2ccc(F)cc2)O3)cc1	-2.3
CO[C@@H]1CN(C)C(=O)c2cc(NC(=O)NC3CCCCC3)ccc2OC[C@H](C)N(CCc2ccccc2)C[C@@H]1C	0.1
C[C@@H]1CN([C@@H](C)CO)C(=O)c2cccc(NC(=O)C3CC3)c2O[C@H]1CN(C)Cc1ccc(-c2ccccc2)cc1	2.4
C[C@@H]1CN([C@@H](C)CO)C(=O)c2cccc(NS(=O)(=O)c3cn(C)cn3)c2O[C@@H]1CN(C)C(=O)NC1CCCCC1	-0.9
C[C@@H]1CN([C@@H](C)CO)C(=O)Cc2cc(NC(=O)C3CC3)ccc2O[C@@H]1CN(C)C	-2.8
C[C@H](CO)N1C[C@H](C)[C@@H](CN(C)C(=O)Nc2ccc(C(F)(F)F)cc2)Oc2cc(-c3ccncc3)ccc2S1(=O)=O	-2.4
CCCNC(=O)C[C@H]1CC[C@H]2[C@@H](COC[C@@H](O)CN2CC2CCCCC2)O1	-1.2
C[C@@H]1CN([C@H](C)CO)C(=O)c2cccc(NC(=O)C3CCCCC3)c2O[C@H]1CN(C)CC1CC1	-0.2
COc1ccc(-c2ccc([C@H]3[C@H]4CN(C(=O)c5ccc(F)cc5)CCCCN4[C@H]3CO)cc2)cc1	-2.8
O=C(C[C@H]1CC[C@H]2[C@@H](COC[C@@H](O)CN2C(=O)Nc2ccc(Cl)c(Cl)c2)O1)NCc1ccc(F)cc1	-0.7
CC(=O)N(C)C[C@H]1Oc2ncc(-c3cncnc3)cc2C(=O)N([C@@H](C)CO)C[C@@H]1C	-0.9
C[C@H]1CN([C@@H](C)CO)C(=O)Cc2cc(NC(=O)Cn3cnnn3)ccc2O[C@@H]1CN(C)Cc1ccc(Oc2ccccc2)cc1	-0.4
C[C@H]1CN([C@@H](C)CO)C(=O)Cc2cc(NS(C)(=O)=O)ccc2O[C@@H]1CN(C)S(=O)(=O)c1cn(C)cn1	0.9
O=C(C[C@H]1C[C@@H]2c3cc(NC(=O)c4ccc5c(c4)OCO5)ccc3O[C@@H]2[C@@H](CO)O1)NCC(F)(F)F	1.1
C[C@@H]1CN([C@@H](C)CO)C(=O)Cc2cc(N(C)C)ccc2O[C@H]1CN(C)C(=O)Nc1cccc2ccccc12	-0.4
C[C@H]1CN([C@@H](C)CO)C(=O)c2cc(NS(=O)(=O)c3cn(C)cn3)ccc2O[C@H]1CN(C)C(=O)Nc1ccc2c(c1)OCO2	1.0
COCC(=O)Nc1ccc2c(c1)OC[C@H](C)N(Cc1cccnc1)C[C@H](C)[C@H](OC)CN(C)C2=O	-1.3
CC(C)NC(=O)N[C@H]1CC[C@H](CC(=O)NCCCN(C)C)O[C@H]1CO	1.3

3 of these compounds in another layout:
Structure: COCC(=O)Nc1ccc2c(c1)OC[C@H](C)N(Cc1cccnc1)C[C@H](C)[C@H](OC)CN(C)C2=O
  BioA inh: -1.3
Structure: CC(C)NC(=O)Nc1ccc2c(c1)C(=O)N([C@H](C)CO)C[C@H](C)[C@@H](CN(C)C(=O)NC1CCCCC1)OCCCC[C@H](C)O2
  BioA inh: -3.3
Structure: C[C@@H]1CN([C@@H](C)CO)C(=O)Cc2cc(N(C)C)ccc2O[C@H]1CN(C)C(=O)Nc1cccc2ccccc12
  BioA inh: -0.4
